From PubChem
EBI2 block: EBI2 receptor antagonists, beta-arrestin recruitment, primary screen, cell-based, luminescence, 7a,25-OHC stimulation, uHTS; G-protein coupled receptor 183 (Homo sapiens), P32249; 7a,25-OHC stimulated; inhibition, % at 5 µM; 0.81% of 360,000 active; in the data active = inhibition above about 38%;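 also: enzyme fragment complementation signal reports receptor beta-arrestin coupling in cells; 0% = agonist plus DMSO wells and 100% = wells without agonist; some results beyond the cut were filed as inactive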
Target sequence (P32249 whole entry, looked up, the tested form may be a part): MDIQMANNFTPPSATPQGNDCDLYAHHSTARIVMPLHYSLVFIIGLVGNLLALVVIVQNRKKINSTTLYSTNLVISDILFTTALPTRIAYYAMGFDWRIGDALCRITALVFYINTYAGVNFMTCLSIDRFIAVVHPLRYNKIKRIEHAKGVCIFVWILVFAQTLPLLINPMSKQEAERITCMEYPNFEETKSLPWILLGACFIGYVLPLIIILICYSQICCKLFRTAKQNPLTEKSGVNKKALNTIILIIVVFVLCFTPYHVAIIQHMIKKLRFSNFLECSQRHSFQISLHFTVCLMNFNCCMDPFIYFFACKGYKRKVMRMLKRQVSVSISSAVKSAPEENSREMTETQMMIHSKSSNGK
CHOP UPR activ: activators of apoptotic CHOP UPR arm, primary screen, cell-based, CHO-CHOP luciferase reporter, luminescence, uHTS; 0.34% of 330,000 active; UPR activation; percent of tunicamycin response over DMSO baseline; activation, % at 10 µM;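 active = at 10 µM dose, activation of 40% or more, normalized to positive control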;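 also: 100% = tunicamycin at 10 µg/mL and 0% = DMSO alone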
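assay system = CHO CHOP reporter cells | amount = 500 CHO-CHOP cells per well | buffer or medium = F12 with 10% FBS | incubation = 16-18 h cell attachment, then 6 h compound exposure, 37 °C | detection = luminescence read with Steady-Glo | read-out = percent activation relative to tunicamycin control | controls = tunicamycin high control, DMSO low control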
Mdm2-MdmX inh: inhibitors of human Mdm2-MdmX association, primary screen, cell-based, luminescence, split luciferase, SaOS-2, uHTS; SaOS-2 split-luciferase Mdm2/MdmX complementation; inhibition, % at 8 µM; 3% of 330,000 active;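 active = inhibition of at least 50% at 8 µM in the primary screen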
CXCR6 inh: CXCR6 receptor inhibitors, primary screen, cell-based, beta-arrestin, luminescence, CHO-K1 PathHunter, 1536-well. C-X-C chemokine receptor type 6 (Homo sapiens), O00574. inhibition, % at 20 µM. 0.36% of 360,000 active; in the data active = inhibition above about 34%, passing the limit was not always enough;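 also: antagonist mode with CXCL16 agonist at 10 nM final; 0% = 10 nM CXCL16 with DMSO and 100% = unstimulated wells without agonist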
Target sequence (O00574 whole entry, looked up): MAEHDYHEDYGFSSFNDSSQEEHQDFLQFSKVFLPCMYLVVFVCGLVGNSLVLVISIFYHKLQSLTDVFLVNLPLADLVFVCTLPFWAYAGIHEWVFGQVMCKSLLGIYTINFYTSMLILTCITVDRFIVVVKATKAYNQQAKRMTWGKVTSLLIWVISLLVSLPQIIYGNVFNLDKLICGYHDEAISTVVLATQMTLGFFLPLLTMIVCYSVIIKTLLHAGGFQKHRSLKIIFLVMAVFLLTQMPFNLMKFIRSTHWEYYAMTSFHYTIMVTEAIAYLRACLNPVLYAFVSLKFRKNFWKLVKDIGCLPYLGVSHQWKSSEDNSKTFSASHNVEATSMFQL
XBP1 UPR activ: activators of adaptive XBP1 UPR arm, primary screen, cell-based, CHO-XBP1 luciferase reporter, luminescence, uHTS; IRE1-XBP1 UPR activation; percent of tunicamycin response, DMSO as zero; activation, % at 20 µM; 0.33% of 330,000 active; AID 463104, 2010;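 active = versus positive control, 20 µM dose yields 30% or more activation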;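 also: 100% = tunicamycin at 10 µg/mL and 0% = DMSO only wells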
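incubation = overnight seeding at 37 °C, 6 h compound treatment at 37 °C | assay system = CHO-XBP1 cells stably carrying IRE1-XBP1-driven luciferase reporter | input = 1000 cells per well | detection = luciferase luminescence | dosing = single point, 20 µM final compound, 1% DMSO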
CCR6 antagonist: CCR6 receptor antagonists, primary screen, cell-based, CHO-K1, luminescence, beta-arrestin, uHTS | C-C chemokine receptor type 6 (Homo sapiens), P51684 | CHO-K1 CCR6 PathHunter beta-arrestin, CCL20-stimulated | inhibition, % at 20 µM | 0.49% of 340,000 active;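 active = compounds whose inhibition of the agonist-driven luminescence signal at 20 µM reaches about 50%, limit read from the data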;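 also: cells stimulated with CCL20 at 14 nM final; plate controls were DMSO with CCL20 for no effect and DMSO without agonist for full effect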
Target sequence (P51684 whole entry, looked up): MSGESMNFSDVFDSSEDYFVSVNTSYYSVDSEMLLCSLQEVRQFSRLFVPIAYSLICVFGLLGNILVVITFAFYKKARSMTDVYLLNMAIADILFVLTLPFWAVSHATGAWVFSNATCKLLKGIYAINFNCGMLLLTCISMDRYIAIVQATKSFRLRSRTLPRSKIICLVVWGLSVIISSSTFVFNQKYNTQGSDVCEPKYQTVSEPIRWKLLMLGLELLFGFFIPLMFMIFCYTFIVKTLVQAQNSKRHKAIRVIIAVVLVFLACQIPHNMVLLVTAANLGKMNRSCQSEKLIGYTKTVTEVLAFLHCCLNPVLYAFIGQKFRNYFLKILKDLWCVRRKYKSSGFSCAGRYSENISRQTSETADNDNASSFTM
APJ ag: agonists of human apelin receptor APJ, primary screen, CHO-K1 cells, PathHunter beta-arrestin, luminescence. 0% DMSO wells, 100% apelin. 0.11% of 330,000 active. activation, % at 20 µM;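 active = activation more than six SD over the plate average, tested at 20 µM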;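 also: 0% = DMSO alone and 100% = apelin-13 at 10 nM; some results filed as inactive read as strong as hits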
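Assay system: CHO-K1 APJ beta-arrestin complementation cell line / Compound: single test compound dose, 20 µM final, 1% DMSO / Times: overnight seeding, 90 min compound at 25 °C, 1 h detection / Technique: beta-gal luminescence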
APJ antag: antagonists of human apelin receptor APJ, primary screen, CHO-K1 cells, beta-arrestin complementation, luminescence. inhibition, % at 20 µM. P35414. AID 2521, 2010. 0.32% of 330,000 active;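 active = inhibition above about 40% at 20 µM, limit read from the data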;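 also: cells challenged with 10 nM apelin-13 agonist together with compound; plate controls were apelin-13 plus DMSO wells for no effect and DMSO wells lacking apelin-13 for full effect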
tim23-1 inh: growth inhibitors of tim23-1 mutant yeast, primary screen, luminescence, uHTS; inhibition, % at 20 µM; AID 463212, 2010; S. cerevisiae tim23-1 growth, BacTiter-Glo luminescence, 24 h; 1.3% of 330,000 active;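 active = growth inhibition of the mutant yeast at or above 50%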;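 also: temperature-sensitive mutant grown at 25 °C; plate controls were DMSO-treated mutant yeast for no effect and medium wells lacking yeast for full effect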
* hit, by the source's call; nt = no result given. These rows are one share of the data; rates above refer to the full screens.

SMILES | EBI2 block | CHOP UPR activ | Mdm2-MdmX inh | CXCR6 inh | XBP1 UPR activ | CCR6 antagonist | APJ ag | APJ antag | tim23-1 inh
Cc1ccc(CONC(=O)c2cccc([N+](=O)[O-])c2)cc1 | -4 | 2.3 | 15 | -3 | 0 | 6 | -4 | -27 | 13
COc1ccc(-c2cc(C(=O)N3CCN(c4ccccc4)CC3)no2)cc1OC | -1 | 1.8 | 20 | 29 | 2 | 5 | -7 | 2 | -4
COc1ccc(/C(O)=C2/C(=O)C(=O)N(Cc3ccco3)C2c2cccs2)cc1 (stereo unspecified) | -1 | 4.7 | 5 | -6 | 2 | 1 | -5 | 7 | -5
Cc1ccc(C(=O)O/N=C(\N)c2ccc(Br)cc2)cc1C | -9 | 1.2 | 99* | -8 | -2 | 0 | 12 | -31 | 21
COc1ccc(CC(NC(C)=O)C(=O)NC2CCN(c3nnnn3-c3ccccc3)CC2)cc1OC (stereo unspecified) | nt | 0.9 | -13 | nt | -1 | nt | -3 | 2 | 2
CCc1ccc(-c2cn3c(n2)SCC3)cc1 | 5 | 4.5 | -62 | 4 | 0 | 13 | -4 | -7 | 27
O=C(CNc1ccccc1)NN=C1CCCC1 | 5 | -0.3 | -6 | 4 | 0 | 16 | -1 | 6 | 12
Cc1ccc(Cn2c(NC(=O)c3ccco3)nc3ccccc32)cc1 | 2 | 0.4 | 16 | 36 | 4 | 17 | 5 | 6 | -13
COC(=O)c1ccc(/C=N/NC(=O)CCSc2nc3ccccc3s2)cc1 | nt | -2.0 | 14 | nt | 4 | nt | 2 | 4 | 3
Cc1ccc(-n2c(=S)[nH]c3sc4c(c3c2=O)CCc2ccccc2-4)cc1 | 2 | 0.5 | 36 | 6 | -3 | 6 | -4 | 2 | -4
Cc1ccc(S(=O)(=O)N2CCN(S(=O)(=O)N3CCCCCC3)CC2)cc1 | 4 | 1.0 | -20 | -5 | 0 | 12 | 3 | 7 | -6
O=C(Nc1ccc(S(=O)(=O)N2CCCC2)cc1)c1ccc(Br)o1 | 3 | -1.5 | 18 | -5 | -2 | 13 | -1 | 9 | 37
CCCOc1cc(N)ccc1C(=O)OCCN(CC)CC | 1 | -0.9 | 3 | -2 | -6 | 6 | -3 | -14 | -10
C[C@H](CO)N1C[C@H](C)[C@@H](CN(C)S(=O)(=O)c2cccs2)Oc2c(NS(=O)(=O)c3ccccc3)cccc2C1=O | 3 | 0.1 | 12 | 3 | -1 | 19 | -4 | 1 | -1
COc1cc(NC(=S)NCCCN2CCOCC2)c(OC)cc1Cl | 6 | -2.4 | 2 | -8 | 2 | 20 | -1 | 5 | 3
CN(Cc1ccccc1)C(=O)CNC(=O)Cn1cnc2ccccc2c1=O | -12 | 3.0 | -2 | 4 | 0 | -3 | -3 | 10 | 10
O=C1C(C=NCc2ccco2)=C(O)c2ccccc21 | 10 | 1.7 | -5 | 10 | 1 | -3 | -3 | 14 | 4
Nn1c(Nc2ccccc2)nc2sc3c(c2c1=O)CCCC3 | 7 | 1.0 | -6 | 4 | 3 | 7 | -4 | 12 | 23
O=C(CCn1c(=O)oc2ccccc21)NCCN1CCOCC1 | 1 | -3.8 | 30 | 5 | 1 | 1 | -2 | -11 | -4
NC(=O)Nc1ccc(C(=O)OCC(=O)Nc2sccc2C(N)=O)cc1 | -5 | 1.5 | -10 | 0 | 0 | 4 | 2 | -6 | -10

Sorted by heavy-atom count (low to high): four of the compounds above
SMILES | EBI2 block | CHOP UPR activ | Mdm2-MdmX inh | CXCR6 inh | XBP1 UPR activ | CCR6 antagonist | APJ ag | APJ antag | tim23-1 inh
COc1cc(NC(=S)NCCCN2CCOCC2)c(OC)cc1Cl | 6 | -2.4 | 2 | -8 | 2 | 20 | -1 | 5 | 3
NC(=O)Nc1ccc(C(=O)OCC(=O)Nc2sccc2C(N)=O)cc1 | -5 | 1.5 | -10 | 0 | 0 | 4 | 2 | -6 | -10
Cc1ccc(-n2c(=S)[nH]c3sc4c(c3c2=O)CCc2ccccc2-4)cc1 | 2 | 0.5 | 36 | 6 | -3 | 6 | -4 | 2 | -4
COc1ccc(/C(O)=C2/C(=O)C(=O)N(Cc3ccco3)C2c2cccs2)cc1 (stereo unspecified) | -1 | 4.7 | 5 | -6 | 2 | 1 | -5 | 7 | -5

Next part:
SMILES | EBI2 block | CHOP UPR activ | Mdm2-MdmX inh | CXCR6 inh | XBP1 UPR activ | CCR6 antagonist | APJ ag | APJ antag | tim23-1 inh
COc1ccc(CCNS(=O)(=O)CCNC(=O)c2ccc3c(c2)OCO3)cc1OC | 5 | 0.3 | 23 | 4 | -1 | -3 | -3 | 20 | -3
Cc1ccc(C2C3=C(CCCC3=O)Nc3[nH]c(=S)[nH]c(=O)c32)cc1 (stereo unspecified) | -8 | 4.2 | -4 | -2 | 1 | 1 | 0 | -21 | 11
Cc1ccc(NC(=O)Cc2cn(C)c3ccccc23)cc1F | -13 | -0.8 | -1 | 9 | 3 | 12 | 2 | 1 | 28
Cc1ccc(NC(=O)Nc2ccc3c(c2)OCO3)cc1F | 1 | 5.7 | -110 | -9 | -2 | 8 | -6 | -5 | -4
COc1cccc(/C=C/C(=O)N2CCN(S(=O)(=O)c3ccccc3)CC2)c1OC | 45* | 0.5 | -14 | 1 | -3 | 8 | -4 | 6 | 23
O=C(N1CCCCCC1)N1CCN(C(=O)N2CCOCC2)CC1 | -3 | -1.6 | 16 | -5 | -2 | -13 | -2 | -3 | -1
Cc1[nH]oc(=O)c1N=Nc1ccccc1 | 12 | 1.2 | -10 | 8 | -1 | 18 | 6 | -8 | 31
COC(=O)C1CCN(C(=O)COc2ccc(Cl)cc2)CC1 | 62* | -1.3 | 15 | 2 | 1 | -3 | 1 | 7 | 2
CCCCCC(=O)Nc1ccc(N2CCN(CC)CC2)c(Cl)c1 | -4 | 4.9 | -52 | 2 | 0 | 12 | 0 | 0 | 1
COC1CCCN(Cc2c(C(=O)N3CCN(C4CCCCC4)CC3)nc3ccccn23)C1 (stereo unspecified) | -4 | 1.6 | 1 | 1 | -1 | -1 | 2 | 6 | 16
CC1CN(C(=O)C(C)N2CCN(c3ccccc3Cl)CC2)CC(C)O1 (stereo unspecified) | 5 | -0.1 | 11 | -3 | 1 | -1 | -2 | 8 | -4
O=c1[nH][nH]c(-c2ccccc2)c1C=Nc1ccccc1Cl | -5 | 1.6 | 28 | 8 | -2 | 5 | -3 | 7 | 36
Cc1ccc(-c2nnc(-c3ccc(NC(=O)c4ccco4)cc3)o2)cc1 | 7 | 0.3 | 29 | 3 | 0 | 3 | -3 | -19 | 11
COc1ccccc1/C=C\C=N\n1c(-c2ccc(Cl)cc2Cl)n[nH]c1=S | -2 | 0.0 | 11 | 5 | -2 | 3 | -1 | 11 | 11
OCC1(Cc2ccc(Cl)cc2)CCN(Cc2ccc(F)c(F)c2)CC1 | -8 | -0.7 | 29 | 1 | -3 | 11 | -1 | -18 | -1
O=C(NC1CCCCC1)C(c1ccncc1)N(C(=O)c1csnn1)c1ccccc1F (stereo unspecified) | -4 | 1.5 | 19 | 14 | -5 | 13 | 2 | 5 | 8
CC(=O)c1ccc(N2CCN(C(=O)Cc3n[nH]c(=O)c4ccccc34)CC2)cc1 | 3 | -2.3 | 5 | 15 | -3 | 6 | -3 | 22 | -4
Cc1nn(-c2ccccc2)c(Cl)c1C(=O)N1CCN(c2ncnc3c2cnn3-c2ccccc2)CC1 | -67 | -5.3 | 97* | 7 | -12 | -23 | 18* | -39 | 23
O=C(CSc1nnc(-c2ccncc2)n1CCc1ccccc1)N1CCCC1 | nt | 1.1 | -20 | nt | -2 | nt | 2 | 15 | -3
Cc1ccc2c(c1)N(CC(=O)N1CCN(C3CCCCC3)CC1)C(=O)CO2 | 6 | 1.0 | -13 | -2 | -5 | 9 | 0 | -3 | -4
COc1ccc(CCn2c(Br)nc3c2c(=O)[nH]c(=O)n3C)cc1 | -4 | -0.3 | 22 | -5 | 6 | 12 | 0 | -13 | 4
CC(=O)Nc1ccc(S(=O)(=O)Nc2nnc(CC(C)(C)C)s2)cc1 | -10 | -2.5 | 15 | 6 | 1 | -16 | -2 | 2 | 0
CCOc1ccc(NC(=O)c2cc3ccccc3cc2O)cc1 | 6 | 3.8 | -1 | -23 | 3 | -3 | 2 | -44 | -15
O=Cc1ccc(OCc2cccc(C(F)(F)F)c2)cc1O | -13 | 1.3 | 17 | -2 | -2 | 7 | 0 | -4 | 57*
N#Cc1ccc(NCCc2ccccn2)c([N+](=O)[O-])c1 | -3 | 0.0 | -6 | -2 | 5 | 3 | 1 | -3 | -11
COc1ccc(Nc2nc(Cl)nc(NCc3ccco3)n2)c(OC)c1 | -4 | -0.6 | -6 | -3 | 2 | 4 | -4 | 7 | 9
CC(c1ccccc1)N1C(=O)/C(=C/c2ccncc2)SC1=S (stereo unspecified) | 12 | 4.1 | 67* | -5 | -4 | 12 | 10 | -20 | 73*
N#Cc1c(Nc2ccccc2)c(/C=N/NCCO)c[nH]c1=O | -1 | -1.4 | 3 | -9 | -3 | 0 | -3 | 5 | 5
CN1Cc2cc(C(=O)c3ccccc3O)cnc2NC1=O | 1 | 4.6 | 23 | -4 | -2 | 1 | 1 | 8 | 9
Nc1ccc2[nH]ncc2c1 | -14 | 1.9 | 0 | -9 | -5 | 1 | 22 | -26 | 11
O=C1N(c2ccccc2)c2ccccc2C1(O)C(F)(F)F (stereo unspecified) | 1 | 0.8 | -5 | 5 | -1 | 3 | -3 | 17 | 26
COc1ccc(/C=C/C=N/NC(=O)COc2ccc(OC)cc2)cc1 | 41 | 5.4 | -16 | -1 | 4 | 7 | -2 | 8 | 19
Cc1ccc(SCCOCCN2CCc3ccccc3C2)cc1 | 8 | -1.2 | -4 | 6 | -2 | 17 | -4 | 20 | -7
COc1cc(CNC(=O)CCn2nc(C)c3c(C)n(-c4ccccc4)nc3c2=O)cc(OC)c1OC | 6 | 2.5 | 32 | -5 | -3 | 14 | -3 | 12 | 10
CCC(C)(C)NC(=O)C(c1cccn1C)N(C(=O)Cn1nnc2ccccc21)c1ccc(OC)cc1 (stereo unspecified) | 1 | -1.4 | 27 | -13 | -1 | 2 | -1 | -5 | -5
COc1ccccc1C(=O)N/N=C1/NC(=O)CC(C(=O)Nc2ccccc2)S1 (stereo unspecified) | -7 | 0.6 | -4 | 1 | 0 | 1 | -3 | 6 | -6
O=C1CCCc2c1cc(-c1ccccc1)n2-c1ccccc1 | 3 | -0.7 | -33 | 2 | -2 | 1 | -5 | 23 | 27
Cc1ccc(/C=C/C(=O)OCC(=O)Nc2ccccc2Sc2ccccc2)cc1 | -11 | -0.1 | 11 | -5 | -3 | 12 | -3 | 2 | 9
